TexasRed fluor = Total Fluorescence Counterscreen for Inhibitors of the Interaction of Thyroid Hormone Receptor and Steroid Receptor Coregulator 2; 280,000 tested, 0.29% active; TRb/SRC2 Texas Red total fluorescence interference; Potency, µM (top dose mostly 106 µM), for the others: at the top dose fluorescence change, negative = quenching; AID 1479, 2009; active = well fitted curve in either direction with a large enough effect; inconclusive = small, poorly fitted or top-dose-only effect; note: % is set by controls: 0 for no effect and ±100 for the full control effect
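Human TRb ligand-binding domain at 0.6 uM with 20 nM Texas Red SRC2 peptide in Tris buffer containing 1 uM T3 and 5% DMSO, incubated with compound 5 h at ambient temperature. Total fluorescence (555/632 nm) calculated as parallel + 2 × perpendicular.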
TRb-SRC2 inh = qHTS for Inhibitors of the Interaction of Thyroid Hormone Receptor and Steroid Receptor Coregulator 2; Thyroid hormone receptor beta (Homo sapiens), P10828; TRbeta-SRC2 peptide binding, fluorescence polarization; receptor liganded with 1 µM T3; Potency, µM (top dose mostly 106 µM), inactives show top-dose activity change, negative = inhibition, actives largely listed as inhibitors; 280,000 tested, 0.065% active; AID 1469, 2008;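 note: plate controls were bound peptide for no effect and peptide without receptor for full effect; nearly all actives have a fitted effect of over 50% in size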
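Binding of a 20-amino-acid Texas Red SRC2 peptide (20 nM) to TRb ligand-binding domain (0.6 uM) with agonist T3 at 1 uM was followed by fluorescence polarization after a 5 hr room-temperature incubation.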
L3MBTL1 inh = qHTS Assay for the Inhibitors of L3MBTL1; Lethal(3)malignant brain tumor-like protein 1 (Homo sapiens), Q9Y468; AlphaScreen L3MBTL1–H3K9me1 peptide binding; Potency, µM (top dose mostly 57.1 µM), inactives show at the highest dose activity, negative = inhibition, actives largely listed as inhibitors; 230,000 tested, 0.66% active; AID 485360, 2010; note: % is set by controls: 0 for no effect and ±100 for the full control effect; nearly all actives have a fitted effect of over 60% in size
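AlphaScreen proximity signal between nickel-chelate acceptor and streptavidin donor beads (final 10 ug/mL) reports binding of 50 nM L3MBTL1 to 75 nM biotin-H3 K9me1 peptide; complex incubated with compounds 30 min at room temperature; cefsulodin titration as control.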
RECQ1 helicase = qHTS Assay for Inhibitors of RecQ-Like Dna Helicase 1 (RECQ1); ATP-dependent DNA helicase Q1 (Homo sapiens), P46063; RECQ1 DNA unwinding, red fluorescence kinetic read; Potency, µM (titrated, usually from 57.3 µM), for the others: at the top dose activity, negative = inhibition, actives largely listed as inhibitors; 240,000 tested, 0.54% active; AID 2549, 2010;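 note: plate controls were vehicle for no effect and no enzyme for full effect; nearly all actives have a fitted effect of over 30% in size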
Target sequence (P46063 whole entry, looked up): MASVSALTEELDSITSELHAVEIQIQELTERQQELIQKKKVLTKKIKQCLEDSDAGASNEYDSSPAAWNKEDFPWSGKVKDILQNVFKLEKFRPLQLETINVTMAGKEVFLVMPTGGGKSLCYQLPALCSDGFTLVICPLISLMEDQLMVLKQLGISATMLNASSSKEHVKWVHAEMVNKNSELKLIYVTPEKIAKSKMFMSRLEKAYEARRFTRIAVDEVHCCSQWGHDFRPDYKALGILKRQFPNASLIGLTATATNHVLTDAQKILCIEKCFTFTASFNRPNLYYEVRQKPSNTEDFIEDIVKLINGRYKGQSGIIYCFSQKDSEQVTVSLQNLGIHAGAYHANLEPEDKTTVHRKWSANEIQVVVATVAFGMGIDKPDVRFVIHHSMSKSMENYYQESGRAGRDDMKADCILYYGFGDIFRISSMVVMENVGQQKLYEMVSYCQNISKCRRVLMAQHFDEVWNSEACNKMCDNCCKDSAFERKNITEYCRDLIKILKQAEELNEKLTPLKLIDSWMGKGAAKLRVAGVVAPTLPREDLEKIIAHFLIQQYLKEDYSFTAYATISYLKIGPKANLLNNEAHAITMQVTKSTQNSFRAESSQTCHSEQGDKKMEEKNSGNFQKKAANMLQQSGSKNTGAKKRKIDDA
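50 nM RECQ1T1 preincubated 15 min with compound in Tris pH 8.0 buffer with MgCl2, DTT, Tween-20 and 2.5 ug/ml poly(dI-dC); started with 200 nM TAMRA/BHQ-2 forked duplex and 2 mM ATP. Unwinding read as fluorescence (525/598 nm), two reads 2 h apart.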
Tau fluor counter = Counterscreen qHTS for Inhibitors of Tau Fibril Formation, Fluorescence Polarization | tau K18 P301L Alexa594 fluorescence, heparin fibrillization | AID 1463, 2008 | Potency, µM (highest dose often 57.7 µM), for inactives: top-dose activity change, negative = decrease | 280,000 tested, 0.93% active; note: % is set by controls: 0 for no effect and ±100 for the full control effect; nearly all actives have a fitted effect of over 55% in size
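Human tau K18 P301L (15 uM unlabeled, 0.24 uM Alexa 594-labeled) in 100 mM sodium acetate pH 7 with 20 uM heparin, 6 hr at 37 C. ThT 30 uM added, 1 hr ambient; Alexa 594 FP and total fluorescence read at 555/632 nm.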
HTT cytoprotect = qHTS Multiplex Assay to Identify Dual Action Probes in a Cell Model of Huntington: Cytoprotection (ATP) | PC12 HTT-Q103 induced, cytoprotection, ATP luminescence, 40 h | Potency, µM (titrated, usually from 56.4 µM), for the others: cytoprotection (ATP increase), usual class: activators | 230,000 tested, 0.14% active | AID 1471, 2008;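 note: % of control where 0% means no effect; nearly all actives have a fitted effect of over 45% in size; toxic huntingtin expression switched on by the ecdysone agonist tebufenozide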
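PC12 cells with ecdysone-inducible HTT exon 1 Q103-GFP, induced with 100 nM tebufenozide and co-treated with library compounds in a dose series (1536-well, 1500 cells/well). Cytoprotection read as ATP content by ATPlite luminescence.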
Tau fibril ThT = qHTS for Inhibitors of Tau Fibril Formation, Thioflavin T Binding | recombinant tau K18 P301L, heparin-induced fibrillization, ThT fluorescence | Potency, µM (series often up to 57.4 µM), for inactives: at the highest dose activity, negative = inhibition, actives largely listed as inhibitors | 270,000 tested, 2.1% active | Microtubule-associated protein tau (Homo sapiens), P10636; note: % is set by controls: 0 for no effect and ±100 for the full control effect; nearly all actives have a fitted effect of over 55% in size
Target sequence (P10636 561-689 P618L limits assumed): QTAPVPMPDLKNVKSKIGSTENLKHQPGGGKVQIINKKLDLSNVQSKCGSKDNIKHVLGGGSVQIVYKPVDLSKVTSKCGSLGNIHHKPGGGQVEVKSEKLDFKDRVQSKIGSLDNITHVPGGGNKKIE
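ThT emission at 510 nm, taken 1 hr after adding 30 uM dye, quantifies aggregates formed when 20 uM heparin acts on human tau K18 P301L for 6 hr at 37 C.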
Tau fibril FP = qHTS for Inhibitors of Tau Fibril Formation, Fluorescence Polarization; AID 1468, 2008; K18 P301L tau heparin fibrillization, Alexa594 FP, 6 h; Potency, µM (top dose mostly 57.7 µM), for the others: at the highest dose activity, negative = inhibition, hits mostly inhibitors; Microtubule-associated protein tau (Homo sapiens), P10636; 280,000 tested, 0.39% active; note: % is set by controls: 0 for no effect and ±100 for the full control effect; nearly all actives have a fitted effect of over 55% in size
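Read-out: fluorescence polarization of Alexa 594-labeled tau (0.24 uM), 555 nm excitation, 632 nm emission. Mixtures held 15 uM unlabeled K18 P301L, compound and 20 uM heparin, pH 7 acetate buffer, incubated 6 hr at 37 C.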
The depositor's hits bear a star; i = inactive; ? = inconclusive; . = no result given; [ ] = remark or other dose. Unless noted, calls come from the whole dose curve; as a rule, active = well fitted curve in the direction sought with a large enough effect; inconclusive = small, poorly fitted or top-dose-only effect, or another doubt; inactive = no such curve, though single readings can be large; an effect the other way counts as inactive or inconclusive. Potency is the fitted concentration of half-maximal effect. A portion of the library. The share of hits here may be higher or lower than overall.

Order of values – Tau fibril ThT, TexasRed fluor, L3MBTL1 inh, Tau fibril FP, Tau fluor counter, HTT cytoprotect, RECQ1 helicase, TRb-SRC2 inh
- O=C(CC1NCCNC1=O)Nc1ccc2c(c1)OCCO2 (stereo unspecified)
    5%, 2%, ., 1%, 4%, 2%, i, 2%
- CCn1c2ccccc2c2cc(CC(N)=O)ccc21
    -9%, -3%, ., 8%, -6%, 12%[10 µM], 11%, -1%
- CCNC(=O)NC(=O)COC(=O)c1ccccc1SCC(=O)NC(=O)NCC
    ?, -7%, -9%, -4%, 7%, 11%, i, -3%
- O=C1c2ccccc2NC(c2ccccc2)N1c1ccc(O)cc1 (stereo unspecified)
    -5%, -4%, -8%, 4%, -11%, -7%, -8%, -1%
- COc1ccc(C(=O)NCc2nnc(SCC(=O)N3CCCCC3)o2)cc1
    -1%, -4%, 8%, 6%, 3%, -2%[10 µM], -20%, 1%
- COc1cc2c(cc1OC)C(COc1ccc(F)cc1)N(C(=O)Cc1ccccc1)CC2 (stereo unspecified)
    -17%, -1%, ., 6%, -8%, ., ., 4%
- N#CC1=C(N)S[C@@H](C(=O)c2ccc(F)cc2)[C@@H]1c1cccs1
    ?, 1%, -17%, -16%, ?, 2%[1.9 µM], -4%, -22%
- Fc1ccccc1OCC1CCCN(Cc2nc(CC3CC3)no2)C1 (stereo unspecified)
    -17%, -1%, 14%, 0%, -9%, 7%[10 µM], i, 9%
- O=C1N/C(=C/c2cccs2)C(=O)N1Cc1ccccc1F
    4%, 2%, 8%, 2%, 6%, -37%, i, 4%
- CC1CCN(c2nc3ccc(C(=O)NCc4ccccc4Cl)cc3s2)CC1
    -3%, -1%, ., ?, -4%, ., ., 2%
- COc1ccc(-c2c(C)nn(-c3ccccc3)c2N)cc1
    -26%, -7%, ., -1%, -19%, -22%, -2%, -6%
- COCn1c(-c2ccc(OC)c(OC)c2)nc2ccccc21
    -1%, -2%, -3%, 2%, -3%, -37%[inhibitor][10 µM], i, -6%
- COC(=O)c1cc(OC)c(OC)cc1NC(=O)Cn1nnc(-c2ccccc2Cl)n1
    7%, -2%, -2%, -7%, -18%, 0%[0.074 µM], -1%, -5%
- Cc1ccc(/C=C/C(=O)NCc2ccccn2)o1
    ?, 2%, 32µM*, -16%, -7%, 19%[10 µM], ?, -11%
- COc1ccc(-c2ncnc(C(F)(F)F)c2-c2csc(C)n2)c(O)c1
    -7%, -1%, -3%, -2%, -9%, 4%[10 µM], ?, -2%
- COc1ccc(N2CCN(CCCNC(=O)c3cc(Nc4ccccc4OC)nc4ccccc34)CC2)cc1
    ?, 0%, ., -3%, 8.9µM*[quencher], ., ., -2%
- CCN(CC)S(=O)(=O)c1ccc(N2CCOCC2)c(NC(=O)c2ccc3ccccc3c2)c1
    -3%, 1%, -4%, -14%, -22%, 1%[0.074 µM], -3%, -1%
- CC(C)C(c1nnnn1C(C)(C)C)N1CCN(Cc2cccnc2)CC1 (stereo unspecified)
    4%, -2%, -9%, 0%, 3%, ?, i, 3%
- COCCCn1c(SCC(=O)Nc2ccc(C)cc2)nc2ccccc2c1=O
    -12%, -2%, -18%, -11%, -19%, -2%[10 µM], -15%, -2%
- CCn1c(C2CCN(S(=O)(=O)c3ccc(OC)cc3)CC2)n[nH]c1=S
    0%, 0%, ., 0%, 0%, 10%, -1%, 1%
- COCCNC(=O)CSc1ccc(C)cc1
    -4%, -2%, 0%, 3%, -2%, -6%[10 µM], -8%, 7%
- COc1ccccc1NC(=O)CSc1nc2ccccc2c(=O)n1CCNC(C)=O
    1%, -1%, -7%, 0%, -7%, -4%, -6%, 4%
- COc1ccccc1Nc1nc(N)nc(CN2CCN(c3ccccc3F)CC2)n1
    -11%, -1%, ?, 1%, -5%, -14%[0.074 µM], -14%, -2%
- Nc1ccc(Br)c2c1C(=O)c1ccccc1C2=O
    5µM*, 11%, ?, 3%, ?, 7%, -21%, -21%
- O=C(Nc1ccccc1)Nc1nnc(SCC(=O)N2CCCCC2)s1
    -17%, 0%, ., ?, ?, ., ., -3%
- CCCCNC(=O)COC(=O)CCC(=O)c1cccs1
    0%, 1%, 3%, 8%, 6%, 0%[10 µM], i, -2%
- Cc1ccc2cccc(OCc3nnc(SCC(=O)O)n3C)c2n1
    -7%, 1%, 10%, 6%, 2%, -52%, i, 4%
- CCOc1ccc(C(=O)NCCO)cc1
    0%, 0%, 8%, -13%, 2%, -26%, i, -2%
- N#Cc1cccnc1N1CCN(C(=O)c2ccco2)CC1
    ., -3%, ., 7%, -3%, 30%[10 µM], -6%, 4%
- CSc1nnc(CNC(=O)c2ccccc2)n1-c1cccc(C)c1
    2%, -2%, 16%, 11%, 2%, 3%, -1%, 4%
- Cc1ccc(C)c(NC(=O)C2CCCN(S(=O)(=O)c3cccc4nsnc34)C2)c1 (stereo unspecified)
    -2%, 1%, ., -7%, -15%, ., ., 0%
- Cc1ccccc1C(=O)NCCSc1ccccc1
    -4%, -2%, ., 1%, -7%, -12%, -11%, 0%
- C[C@H](CCC(=O)O)[C@H]1CC[C@H]2[C@@H]3C(=O)C[C@@H]4CC(=O)CC[C@]4(C)[C@H]3CC(=O)[C@]12C
    -7%, -4%, 37%[activator], 6%, -2%, ., -17%, 2%
- CCOC(=O)C(C(=O)Nc1ccccc1)C1CCCCC1 (stereo unspecified)
    -7%, 1%, 7%, 0%, -6%, 2%, i, 1%
- COc1ccccc1NC(=O)c1c(C)cc(C)nc1SCC(=O)c1ccc(Cl)cc1
    -3%, ?, ., -4%, -7%, ., ., -22%
- Nc1nc(SCC(=O)NCc2ccccc2)[nH]c(=O)c1NC(=O)c1ccccc1F
    -2%, -2%, 11%, 3%, -5%, 7%[10 µM], -4%, 4%
- O=C(O)CCC(NS(=O)(=O)c1ccc(N2CCCC2=O)cc1)C(=O)O (stereo unspecified)
    -7%, -1%, ., 0%, -4%, 7%[0.074 µM], 0%, -1%
- CSc1ccccc1C(=O)C1CCCN(C(=O)CCN2CCCO2)C1 (stereo unspecified)
    -9%, -6%, -7%, 2%, 3%, -22%, -1%, -4%
- CCc1cccc2c(C(=O)COC(=O)c3nn(C)c(=O)c4ccccc34)c[nH]c12
    ?, 0%, ., -16%, ?, -11%, -9%, -7%
- Cc1cc(C)cc(NS(=O)(=O)c2cnc(Cl)c(Cl)c2)c1
    -19%, -1%, ., -1%, ?, -24%, -2%, -5%
- Cc1ccc(C#CC[N+]2(CC#Cc3ccc(C)cc3)CCCCC2)cc1
    -15%, -2%, 2%, 3%, 3%, -17%[10 µM], -3%, -9%
- Cc1c(Cl)cccc1N(CC(=O)O)S(C)(=O)=O
    1%, -7%, ., 2%, -1%, 7%, i, 2%
- COC(=O)c1cccc(Nc2c(-c3ccc(SC)cc3)nc3nc[nH]n23)c1
    ?, -22%, ., 12%, ?, ., ., 2%
- CCOc1ccc(C(=O)Nc2ccc3nc(N(CC)CC)cc(C)c3c2)cc1
    ?, -1%, ., 9%, 16µM*[quencher], ., ., -3%
- Cc1ccc(C)n1CCN1CCN(C(=O)CSc2nc3ccccc3nc2N2CCOCC2)CC1
    ?, 0%, 5%, -6%, -3%, -19%, -28%, -2%
- COc1ccccc1N1CCN(C(=O)CSc2nc3ncnc(N)c3[nH]2)CC1
    -3%, -3%, ., 5%, 4%, 5%, -4%, -14%
- CC(=O)Nc1cc(C(=O)OCC(=O)c2ccc(Cl)cc2Cl)ccc1C
    -9%, -1%, 0%, 0%, -5%, -19%, -5%, -13%
- COc1cc(C)c(-c2cc(C(=O)O)c(C)o2)cc1C(C)C
    ?, -3%, -6%, 0%, -6%, 15%[10 µM], -5%, 12%
- CCCCNC(=O)COC(=O)CCC(=O)c1ccc(F)cc1
    -8%, 1%, ., -4%, -5%, 22%, -6%, -3%
- CCOC(=O)C(CCc1ccccc1)NC(C)C(=O)N1CCCC1C(=O)O (stereo unspecified)
    -2%, -1%, ., -4%, -4%, -6%, 5%, -3%
- O=C(CSc1nnc2scc(-c3ccccc3)n12)Nc1ccc2c(c1)OCCO2
    -10%, 0%, -2%, 9%, -3%, -2%[0.074 µM], -16%, 0%
- Cn1cnc(S(=O)(=O)N2CCCC(C(=O)NCc3ccccc3)C2)c1 (stereo unspecified)
    17%, 0%, ., 1%, 7%, ., ., 10%
- O=S(=O)(Nc1ccc(Cl)nn1)c1ccccc1
    -5%, 1%, 2%, 1%, 1%, -1%, i, -7%
- Cn1cnnc1Sc1cc(N2CCN(S(=O)(=O)c3ccc4ccccc4c3)CC2)ccc1[N+](=O)[O-]
    10%, -3%, -15%, 8%, 5%, 14%[10 µM], -12%, -21%
- Cc1ccnc(N2CCCC(C(=O)NCc3cccs3)C2)n1 (stereo unspecified)
    -6%, 2%, -2%, -2%, -2%, 1%[1.9 µM], 0%, -3%
